Screens deposited in PubChem BioAssay by National Center for Advancing Translational Sciences (NCATS).
TrxR1 inh: inhibitors of rat thioredoxin reductase 1; O89049; recombinant rTrxR1, NADPH fluorescence consumption, selenite substrate; Potency, µM (titrated, usually from 114 µM), for the others: top-dose activity change, negative = inhibition, actives largely listed as inhibitors; 390,000 tested, 1% active; AID 588453; also: % is scaled to controls: 0 for no effect and ±100 for the full control effect; nearly all actives have a fitted effect of over 65% in size
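Rat TrxR1 (90 nM in the dispensed reagent) was pre-reduced with 400 uM NADPH for 5 min at room temperature, then incubated with compound for 15 min. After 400 uM selenite was added, NADPH fluorescence (Ex 340/Em 450 nm) was followed for 8 min.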
ERG-DNA inh: blocks human ERG Ets domain binding to DNA. P11308. fluorescence polarization, His-ERG Ets domain / labelled DNA. Potency, µM (series often up to 76.9 µM), without a hit: at the highest dose FP activity, negative = inhibition, actives largely listed as inhibitors. 370,000 tested, 0.028% active. AID 624246; active = well fitted inhibition curve with a large enough effect in the polarisation, with a control signal flat; inconclusive = small, poorly fitted or top-dose-only effect, or effect the other way, or a change in a side signal; inactive = no such curve, though single readings can be large or run the other way; the % refers to the polarisation;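 also: polarization taken with two DNA probes labelled with fluorescein and Texas red; % of control where 0% means no effect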
Target sequence (P11308 whole entry, looked up, the tested form may be a part): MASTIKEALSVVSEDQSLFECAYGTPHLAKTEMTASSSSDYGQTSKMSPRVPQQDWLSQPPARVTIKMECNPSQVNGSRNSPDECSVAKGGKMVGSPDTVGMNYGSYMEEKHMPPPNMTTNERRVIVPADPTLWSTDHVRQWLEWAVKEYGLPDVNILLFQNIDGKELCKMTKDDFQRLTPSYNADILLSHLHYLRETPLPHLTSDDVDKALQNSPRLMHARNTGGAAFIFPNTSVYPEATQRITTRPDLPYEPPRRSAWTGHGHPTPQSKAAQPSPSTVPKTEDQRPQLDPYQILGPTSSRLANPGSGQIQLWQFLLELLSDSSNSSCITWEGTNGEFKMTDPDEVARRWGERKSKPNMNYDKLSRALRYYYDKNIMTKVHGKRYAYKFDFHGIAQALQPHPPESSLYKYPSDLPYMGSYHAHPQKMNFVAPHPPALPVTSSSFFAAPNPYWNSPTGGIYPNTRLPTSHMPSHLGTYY
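His-tagged ERG Ets domain (1 uM in the protein solution; 300mM KCl, 50mM Tris-HCl, 1mM EDTA, 1mM DTT, pH 7.5) received compound, then a probe mix of 5 nM fluorescein-DNA and 100nM Texas-615-DNA. Fluorescence polarization was read for both dyes.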
HP1b binding inh: inhibitors of HP1-beta chromodomain binding to methylated histone tails; P83916; AlphaScreen HP1-beta / biotin-H3K9me3 peptide binding; Potency, µM (doses to about 114 µM), inactives show at the highest dose activity change, negative = inhibition, most hits filed as inhibitors; 390,000 tested, 0.56% active; also: nearly all actives have a fitted effect of over 70% in size; inactives centre near 23
Target sequence (P83916 whole entry, looked up): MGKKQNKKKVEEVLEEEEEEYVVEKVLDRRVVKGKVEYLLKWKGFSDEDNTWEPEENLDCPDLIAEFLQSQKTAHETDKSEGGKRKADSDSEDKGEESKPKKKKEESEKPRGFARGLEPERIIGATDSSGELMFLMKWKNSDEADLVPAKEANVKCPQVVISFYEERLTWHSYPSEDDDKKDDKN
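Compound inhibition of the preformed complex between 50 nM HP1-beta and 50 nM biotinylated H3K9me3 peptide was read by AlphaScreen. Buffer was PBS pH 7.4 with 0.01% Tween-20. Incubations ran 30 min at room temperature, with 10 ug/mL donor/acceptor beads.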
RGS4 inh: human RGS4 inhibition | P49798 | Transcreener GDP fluorescence polarization, RGS4-accelerated GTP hydrolysis | Potency, µM (series often up to 114 µM), for the others: top-dose activity change, negative = inhibition, most hits filed as inhibitors | 390,000 tested, 0.039% active; also: % is scaled to controls: 0 for no effect and ±100 for the full control effect; nearly all actives have a fitted effect of over 75% in size; some results filed as inactive show a strong effect at the top dose
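MLSMR compounds (23 nl, pin-transferred) preincubated 10 min at room temperature with a 500nM (2x) first reagent, then RGS4 at 900nM (2x) plus Transcreener GDP mix added; fluorescence polarization (620/688 nm) read before and after 90 min at 30 °C.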
JMJD2A Tudor: blocks the human JMJD2A Tudor domain | O75164 | AlphaScreen JMJD2A-Tudor / H3K4me3 peptide binding | Potency, µM (series often up to 114 µM), without a hit: at the highest dose activity change, negative = inhibition, usual class: inhibitors | 390,000 tested, 4.4% active | AID 504339; also: % is scaled to controls: 0 for no effect and ±100 for the full control effect; nearly all actives have a fitted effect of over 50% in size
Pin1 inh: human Pin1 inhibition; Q13526; Pin1 FP peptide displacement, HiFluor488, 10 min; Potency, µM (top dose mostly 115 µM), without a hit: top-dose activity, negative = inhibition, usual class: inhibitors; 390,000 tested, 0.009% active; active = well fitted inhibition curve with a large enough effect in the polarisation, with a control signal flat, not every such curve was filed as active; inconclusive = small, poorly fitted or top-dose-only effect, or effect the other way, or a change in a side signal; inactive = no such curve, though single readings can be large or run the other way; the % refers to the polarisation; also: % is scaled to controls: 0 for no effect and ±100 for the full control effect
Target sequence (Q13526 whole entry, looked up): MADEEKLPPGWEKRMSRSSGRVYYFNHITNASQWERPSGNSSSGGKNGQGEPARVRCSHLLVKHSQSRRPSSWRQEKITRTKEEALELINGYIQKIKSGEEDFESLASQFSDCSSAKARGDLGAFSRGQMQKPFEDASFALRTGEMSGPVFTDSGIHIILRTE
GLS inh: blocks human kidney-isoform glutaminase activity; GLS enzymatic activity, qHTS titration; Potency, µM (doses to about 45.5 µM), for the others: top-dose activity change, negative = inhibition, actives largely listed as inhibitors; 410,000 tested, 0.21% active; also: % is scaled to controls: 0 for no effect and ±100 for the full control effect
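Coupled fluorescence readout: glutamate oxidase/HRP/Amplex Red detect glutamate formed by hKGA from L-glutamine (1 mM solution added). Buffer 45 mM KH2PO4 pH 8.2, 0.02% Tween-20; reads at t0 and 30 min RT.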
ALOX12 inh: blocks human arachidonate 12S-lipoxygenase | purified 12hLO, xylenol orange hydroperoxide absorbance | Potency, µM (highest dose often 108 µM), for the others: at the top dose activity change, negative = inhibition, most hits filed as inhibitors | 580,000 tested, 1.1% active | AID 1671190; also: % is scaled to controls: 0 for no effect and ±100 for the full control effect
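Purified human 12hLO at 150 nM in 25 mM Hepes, 0.01% Triton X-100, pH 7.0, preincubated 15 min at room temperature with compound. Reaction started with 40 uM arachidonic acid, 30 min at room temperature. Hydroperoxide measured by Fe-xylenol orange, 573/405 nm absorbance ratio.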
Tb PGK inh: T. brucei PGK inhibition; 380,000 tested, 0.043% active; P07378; AID 602233; PGK/GAPDH coupled, Kinase-Glo luminescence, 60 min; Potency, µM (titrated, usually from 57.5 µM), for inactives: at the top dose activity change, negative = inhibition, hits mostly inhibitors; also: % is scaled to controls: 0 for no effect and ±100 for the full control effect; nearly all actives have a fitted effect of over 60% in size
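Luminescent ATP detection (Kinase-Glo Plus) follows a 60-minute room-temperature incubation, with wells lacking PGK as controls. Buffer: 100 mM TEA (pH 7.6), 5 mM MgCl2, 0.01% Tween-20. Coupling enzyme GAPDH (100 nM final) supplies unstable 1,3-BPG in-well.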
Starred values were filed as active, the others as inactive; i = inactive; ? = inconclusive; . = no result given; & = joins results of further samples; [ ] = dose if it differs, or a comment. Unless noted, calls follow the shape of the dose curve; as a rule, active = well fitted curve in the direction sought with a large enough effect; inconclusive = small, poorly fitted or top-dose-only effect, or another doubt; inactive = no such curve, though single readings can be large; an effect the other way counts as inactive or inconclusive. Potency is read from the fitted curve at half-maximal effect. Only part of the results is shown, so the mix of outcomes need not match the whole.

SMILES | TrxR1 inh | ERG-DNA inh | HP1b binding inh | RGS4 inh | JMJD2A Tudor | Pin1 inh | GLS inh | ALOX12 inh | Tb PGK inh
CCN(C(=O)CCS(=O)(=O)c1cc2c(cc1C)NC(=O)CO2)c1cccc(C)c1 | 5.2% | -0.9% | 31.9% | 8.5% | 16.1% | 1.0% | 4.9% | -12.7% | 1.0%
CC(C)(C)OC(=O)N/N=C/c1cn(-c2ccccc2)nc1-c1cccnc1 | 9.5% | -3.6% | 13.0% | -2.2% | 0.0% | 3.5% | 1.0% | -2.3% | i
CC(=O)c1cccc(NC(=O)C2CC(=O)N(CCc3ccccc3)C2)c1 (stereo unspecified) | 4.0% | 3.8% | 29.1% | 3.8% | -15.9% | 0.3% | -3.8% | 37.4% | -1.7%
CCN(CC)C(=O)CSc1nc2sc3c(c2c(=O)n1-c1ccc(C)cc1)CC(C)(C)SC3 | 29.7% | 6.0% | 17.7% | -25.1% | -6.6% | -0.4% | -0.4% | ? | i
Cc1cc(C(F)(F)F)n(-c2nc(C(=O)NN)cs2)n1 | 0.6% | 7.0% | 22.5% | -12.6% | -4.2% | -6.0% | 0.2% | 14.3% | -0.8%
Cc1ccc(N(C(=O)c2ccc(S(=O)(=O)N3CCOCC3)cc2)C2C=CS(=O)(=O)C2)cc1 (stereo unspecified) | 12.1% | 1.7% | 10.3% | -0.7% | -8.3% | 2.1% | 10.2% | 2.1%[57.4 µM] | -4.2%
COc1ccc(N(C(=O)c2ccncc2)S(=O)(=O)c2ccc(Cl)cc2)cc1 | -24.2%[57.1 µM] | 2.1% | 43.6%[activator] | -13.5% | -19.7% | -8.2% | 9.9% | . | 1.3%
N#Cc1ccccc1S(=O)(=O)N1CCC(C(=O)NCc2ccccc2CN2CCCC2)CC1 | 9.6% | 5.9% | 11.9% | -1.2% | -17.2% | 1.3% | 4.6% | 7.0% | -4.0%
Cc1ccc2c(=O)cc(C(=O)Nc3ccc(S(=O)(=O)Nc4onc(C)c4C)cc3)oc2c1C | 10.1% | 6.3% | 9.9% | 21.4% | 56.2µM* | -11.1% | 9.4% | ? | -6.7%
CCOCCCNC(=O)c1ccc(N2CC3CC(C2)c2cccc(=O)n2C3)c(NC(=O)Nc2cccc(OC)c2)c1 (stereo unspecified) | 15.5% | 2.4% | 20.6% | 17.8% | -8.0% | -9.9% | 11.2% | -33.8% | 2.0%
O=C1CN(C(=O)c2ccco2)C(c2ccc(F)cc2)c2cc(Cl)ccc2N1 (stereo unspecified) | ? | 6.6% | -2.3% | -10.6% | -19.0% | 7.0% | 1.4% | ? | i
COc1ccc(CNC(=O)c2cc3c(s2)-c2ccccc2OC3)cc1 | 49.8%[activator] | 5.1% | 43.6%[activator] | -35.8% | -8.7% | 13.5% | -11.3% | 3.4% | -3.4%
CCCCCCCCN1[C@@H](CC(=O)OC)c2cc(F)ccc2S1(=O)=O | 12.4%&-13.2% | 0.6% | 109.9%[activator] | -16.4% | 77.8%[activator] | -6.6% | -0.9% | 1.3% | 3.3%
O=S(=O)(NCCOC12CC3CC(CC(C3)C1)C2)c1cccc2nsnc12 | 16.8%[57.1 µM] | 5.6% | -6.2% | -3.0% | -23.4% | -0.3% | 8.0% | 0.0% | -3.3%
O=[N+]([O-])c1cc(-c2nnc(Nc3ccccc3)c3ccccc23)ccc1N1CCOCC1 | 1.5% | 6.0% | 3.0% | 10.7% | ? | 0.6% | 18.4% | 4.5% | 3.4%
Cc1cccn2c(CN3CCCC(c4ccccc4)C3)c(C(=O)N3CCOCC3)nc12 (stereo unspecified) | 27.9% | -9.3% | 34.1% | 10.6% | -14.6% | -1.3% | -7.5% | 1.6% | 3.9%
CCCCN(C(=O)CCCSc1nc2ccccc2[nH]1)c1c(N)n(Cc2ccccc2)c(=O)[nH]c1=O | 6.0% | -2.0% | 16.2% | -11.1% | -2.1% | 6.4% | -1.2% | i | 1.9%
O=C(O)CS(=O)(=O)CC(=O)NCc1cccc(C(F)(F)F)c1 | 6.2% | -7.4% | 27.6% | -15.4% | 0.7% | -0.4% | -17.4% | 3.4% | i
COc1ccc(CCC(=O)O)c(O)c1 | 4.8%[57.1 µM] | -2.4% | -2.7% | -6.5% | -23.8% | -5.9% | -21.7% | 27.7% | ?
O=C(c1cn(CC2CCCCC2)nn1)N1CCN(c2ccc(F)cc2)CC1 | 13.0% | 2.6% | 13.1% | 5.0% | -14.1% | -0.7% | 4.8% | 6.9% | -7.3%
O=C1c2ccccc2-c2onc3c(N4CCN(C5CCCCC5)CC4)cc(NCCO)c1c23 | 8.1% | -0.6% | ? | -15.7% | ? | ? | -10.6% | -3.1% | -6.5%
CC(C)(C)OC(=O)N[C@H](/C=C/c1ccccc1)C(=O)OC(C)(C)C | 8.4% | -3.1% | 48.1%[activator] | -4.8% | 2.9% | 4.6% | -2.8% | -8.8% | i
O=C(Nc1cccc2ccccc12)c1cc2c(cc1Br)OCO2 | 4.2%[2.29 µM] | -2.1% | 36.8% | -10.8% | -2.8% | 1.2% | -2.7% | 358.1%[activator] | -10.7%
C[C@H](NC(=O)C1CCN(S(=O)(=O)c2ccccc2)CC1)C(=O)NCc1cccc(Cl)c1 | 22.1% | -0.9% | 30.6% | -30.1% | -5.3% | -2.8% | -1.8% | 9.8% | -5.7%
CCN(CC)c1nc2ccccc2[nH]1 | 17.6% | 6.7% | 28.4% | -1.4% | -6.2% | 2.2% | -1.8% | 2.0% | 1.7%
O=C(O)CSCCOc1ccc(OCCSCC(=O)O)cc1 | -5.6% | 0.3% | 35.6% | 14.5% | -1.4% | -14.0% | -0.5% | ? | 1.5%
O=C(c1ccccc1)c1cccc2ccccc12 | 15.4% | 0.2% | 114.0%[activator] | -3.5% | 125.9%[activator] | -1.3% | 6.3% | 9.6% | -8.3%
CCC(CC)C(=O)Nc1ccc(C(=O)Nc2cc(C)on2)cc1 | 18.3%[57.1 µM] | 0.2% | 5.1% | 17.0% | -9.4% | 2.7% | -16.3% | 3.4% | i
COc1cc2c(cc1OC)CN(C(=S)NC(=O)c1ccccc1)CC2 | 41.0%[activator][57.1 µM] | -10.3% | -13.4% | ? | 2.3%[11.4 µM] | 13.6% | -0.6% | ? | -6.8%
Cc1cc(C)cc(OCC(=O)OCC(=O)N2CC(=O)Nc3ccccc32)c1 | 23.6%[57.1 µM] | 1.0% | 20.7% | -10.7% | 1.7% | -2.5% | 0.0% | -0.8% | -0.8%
COc1ccc(NC(=O)CCN2C(=O)c3ccccc3S2(=O)=O)cc1 | 15.3% | 4.9% | 18.8% | -9.2% | 2.5% | -5.8% | 0.3% | 0.0% | i
O=c1c2sccc2nc(SCc2cc(=O)n3ccccc3n2)n1-c1ccc(Br)cc1 | 3.9% | 4.7% | 31.3% | -1.2% | -15.8% | -0.9% | 3.6% | -15.0% | i
CC(NC(=O)CSc1nc2ccccc2c(=O)[nH]1)c1ccccc1 (stereo unspecified) | -2.5% | 15.4% | 27.5% | 8.6% | -0.7% | 20.4% | 11.1% | 12.0% | -5.2%
O=C(NC(=O)c1ccccc1)NC(=O)c1ccccc1 | 29.4%[57.1 µM] | 12.5% | 1.9% | -34.4% | -5.2% | -5.3% | 1.3% | 0.0% | i
COc1cc(/C=C/C(=O)N2c3ccccc3Sc3ccc(C(F)(F)F)cc32)cc(OC)c1OC | -15.4% | . | 6.2% | -27.8% | -19.3% | 9.7% | -12.6% | -18.9% | 0.0%
COc1ccc(CC(=O)OC(C)C(=O)c2ccc(C)cc2)cc1 (stereo unspecified) | 18.8% | 11.8% | 194.0%[activator] | -31.1% | 78.8%[activator] | 0.7% | -4.1% | -3.6% | i
CCCCCc1ccc(CC(=O)N2CCOCC2)cc1 | 20.7%[11.4 µM] | -3.0% | 34.3% | -14.5% | 6.2% | -3.3% | -0.6% | -12.7% | 5.3%
CCS(=O)(=O)c1ncc(Cl)c(C(=O)NCc2ccccc2)n1 | 5.62µM* | -0.9% | 45.6%[activator] | -17.7% | -13.9% | 3.9% | 3.8% | -14.3% | .
O=C(COc1ccc(F)cc1Cl)Nc1cccc(S(=O)(=O)N2CCCCCC2)c1 | 13.3% | 15.9% | 53.1%[activator] | 10.7% | -3.5% | 1.4% | 6.2% | 41.0%[activator] | -1.1%
